High-throughput results deposited in PubChem BioAssay by several laboratories.
iPSC survival up: enhancers of single-cell hiPSC survival, primary screen, ATPlite luminescence. 100% = ROCK inhibitor wells, 0% = DMSO. survival enhancement, % at 20 µM. hit rate 0.044% among 360,000; in the data active = survival enhancement above about 18%;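 also: cells exposed to compounds for 16 hours before the ATP read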
N-glyco inh: increase of ERlucT glycosylation luciferase signal, primary screen, N-linked glycosylation inhibitor project, D54 ERlucT cells, luminescence, set 2; D54 ERlucT glycosylation luciferase reporter, 24 h; percent of 100 nM tunicamycin response; reporter increase, % at 12.5 µM; hit rate 0.23% among 360,000; AID 588692, 2011;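 active = mean luciferase reporter signal, scaled so untreated is 0 and the glycosylation-blocking control 100, at or above a set limit in every replicate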;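 also: luciferase carries N-glycosylation sites so blocking glycosylation raises the light; 0% = median of neutral control wells and 100% = median of 100 nM tunicamycin wells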
HTR2A ag: mouse Htr2a agonists via beta-arrestin recruitment, primary screen, cell-based, luminescence; AID 624169, 2012; hit rate 0.66% among 360,000; CHO-K1 mHTR2A beta-arrestin complementation; percent of 30 µM serotonin response; activation, % at 7.6 µM; 5-hydroxytryptamine receptor 2A (Mus musculus), P35363;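 active = activation above a run cutoff, the mean activation of all tested compounds plus 3 SD, cut at about 14% in these data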;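 also: 0% = plate median of compound wells and 100% = 30 µM serotonin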
Target sequence (P35363 whole entry, looked up): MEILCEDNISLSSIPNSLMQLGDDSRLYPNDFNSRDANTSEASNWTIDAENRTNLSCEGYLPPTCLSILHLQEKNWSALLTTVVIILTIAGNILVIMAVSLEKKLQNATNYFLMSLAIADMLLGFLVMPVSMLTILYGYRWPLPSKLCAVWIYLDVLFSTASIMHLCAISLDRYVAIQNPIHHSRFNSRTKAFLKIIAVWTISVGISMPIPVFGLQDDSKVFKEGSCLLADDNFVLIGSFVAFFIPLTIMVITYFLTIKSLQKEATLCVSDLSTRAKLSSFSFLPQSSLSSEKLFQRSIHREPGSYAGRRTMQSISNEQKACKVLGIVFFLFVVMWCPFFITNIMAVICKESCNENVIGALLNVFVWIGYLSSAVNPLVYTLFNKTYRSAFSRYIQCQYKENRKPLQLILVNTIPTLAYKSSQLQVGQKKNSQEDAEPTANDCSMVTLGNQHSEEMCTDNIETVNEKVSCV
ABHD5 PLIN5 PPI: ABHD5-PLIN5 interaction inhibitors, primary screen, cell lysate, split luciferase complementation, luminescence; Perilipin-5 (Homo sapiens) + 1-acylglycerol-3-phosphate O-acyltransferase ABHD5 (Homo …; AID 602281, 2012; hit rate 0.78% among 360,000; Split G. princeps luciferase complementation, 4 h; inhibition, % at 4 µM;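 active = inhibition above the mean inhibition across every tested compound plus 3 SD, cut at about 22% in these data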;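 also: 0% = DMSO only wells and the 100% control is not disclosed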
Exocytosis inh: LAMP-1 surface exposure blockers, TALL-104 cells – cell-based, flow cytometry, MLPCN library, primary screen; AID 651702, 2012; inhibition, % at 10 µM; hit rate 0.66% among 360,000; TALL-104 LAMP-1 surface exposure; cells stimulated with thapsigargin and PMA;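 active = inhibition above about 55%, limit read from the data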
MC4R ag barr: MC4R agonists recruiting beta-arrestin, primary screen, cell-based, luminescence, agonist arm of biased-ligand search | Melanocortin receptor 4 (Homo sapiens), P32245 | U2OS MC4R beta-arrestin complementation; percent of melanotan II response, DMSO zero | activation, % at 8.9 µM | hit rate 0.98% among 360,000;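 active = activation above a per-plate cutoff, the mean activation of sample wells on that plate plus 3 SD, cut at about 8% in these data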
Target sequence (P32245 whole entry, looked up): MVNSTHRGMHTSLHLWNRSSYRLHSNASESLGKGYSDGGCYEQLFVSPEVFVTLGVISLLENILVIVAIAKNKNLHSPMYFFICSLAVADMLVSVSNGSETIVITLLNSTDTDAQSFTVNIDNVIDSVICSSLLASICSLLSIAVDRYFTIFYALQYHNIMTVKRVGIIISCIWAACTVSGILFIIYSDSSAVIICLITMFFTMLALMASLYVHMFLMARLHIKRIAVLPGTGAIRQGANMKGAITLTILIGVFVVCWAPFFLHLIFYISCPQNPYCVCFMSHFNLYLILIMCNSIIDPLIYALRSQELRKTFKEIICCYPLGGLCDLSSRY
ABCB6 inh 2: ABCB6 transporter inhibitors, primary screen, K562-ABCB6 cells, flow cytometry, MLPCN library. ATP-binding cassette sub-family B member 6 (Homo sapiens), Q9NP58. K562-ABCB6 porphyrin accumulation, 1 h; active compounds read low. fluorescence ratio to DMSO, % at 10 µM. hit rate 0.19% among 360,000;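 active = fluorescence ratio to DMSO below 75%, the collection mean minus 3 SD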;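 also: signal is porphyrin accumulated inside mitochondria; 100% equals median channel fluorescence of DMSO control wells; lower ratio means ABCB6 inhibition with less porphyrin fluorescence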
MC4R antagonist: MC4R antagonists of cAMP signaling, primary screen, cell-based, TR-FRET, antagonist arm of biased-ligand search; Melanocortin receptor 4 (Homo sapiens), P32245; MC4R-expressing cells, MTII-stimulated cAMP, LANCE TR-FRET; inhibition, % at 6.5 µM; hit rate 0.48% among 360,000; AID 540295, 2011;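 active = inhibition above its plate's cutoff, the mean of tested wells on that plate plus 3 SD, cut at about 29% in these data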;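 also: 0% = Melanotan II alone and 100% = Melanotan II plus saturating MCL0020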
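Material – human MC4R-expressing U2OS cells · Repeats – no replicates · Detection – TR-FRET with Eu-cAMP and labeled anti-cAMP, 671 nm · Times – compound 30 min, challenge 1 h, detection 1 h · Compound – single nominal compound dose of 6.5 µM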
aDG glyco up: activators of alpha-DG glycosylation, primary screen, uHTS, Pro5-aDG cells, AlphaScreen | alpha-DG glycosylation AlphaScreen (IIH6); 0% Pro5, 100% B10-LARGE cell signal | activation, % at 10 µM | hit rate 0.22% among 360,000 | AID 624168, 2012;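 active = activation of at least 8% versus controls, or a plate z-score of at least 8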;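 also: Pro5 are CHO cells carrying HIG-tagged alpha-DG that lacks glycosylation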
H9c2 protect: cardioprotection against H2O2-induced cell death, primary screen, uHTS, H9c2 cells, ATPLite luminescence | H9c2 cardiomyocytes, H2O2 injury protection, 2 h | protection from H2O2 cell death, % at 20 µM | hit rate 0.63% among 360,000 | AID 588492, 2011;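 active = compounds giving at least 50% protection of heart cells from peroxide-induced death in the single-dose screen, raw or plate-pattern-corrected value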;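 also: 0% = DMSO wells with peroxide and 100% = DMSO wells without peroxide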
* marks the source's active call; other numbers are inactive results. No enrichment for hits (roughly 4.5% active in at least one column).

| item | SMILES | iPSC survival up | N-glyco inh | HTR2A ag | ABHD5 PLIN5 PPI | Exocytosis inh |
| --- | --- | --- | --- | --- | --- | --- |
| 1 | C=CCOc1ccc(/C=N/NC(=O)C(=O)N2CCCCCC2)cc1OC | -0.6 | 2 | -3 | 3 | -6 |
| 2 | CCC(=O)Nc1cccc(C2=NOC3(C2)C[C@@H](C(N)=O)N(C(=O)C(c2ccccc2)c2ccccc2)C3)c1 (stereo partly drawn) | -5.4 | 7 | 5 | -6 | -3 |
| 3 | CC(C)Cc1nnc(NC(=O)CCC(=O)Nc2ccc(F)cc2)s1 | -0.2 | 1 | 3 | 12 | -5 |
| 4 | CC(C)(C)c1ccc(C(=O)Nc2ccc(C(=O)N3CCCC3)cc2)cc1 | 1.5 | 0 | 2 | -3 | 3 |
| 5 | Cc1cccc(C(=O)NNS(=O)(=O)c2ccccc2)c1O | -0.2 | 1 | 3 | -1 | 8 |
| 6 | O=C1CCCCC1C(Nc1ccc(Br)cc1)c1ccccc1 (stereo not drawn) | 6.3 | -4 | -9 | -6 | 3 |
| 7 | O=C(CSc1nc2ccccc2c(=O)n1Cc1ccco1)Nc1cccc(O)c1 | 0.4 | 3 | -4 | 9 | 14 |
| 8 | COc1cccc(N=C(N)N=C(N)N)c1 | -0.5 | 2 | 2 | 10 | 5 |

| item | MC4R ag barr | ABCB6 inh 2 | MC4R antagonist | aDG glyco up | H9c2 protect |
| --- | --- | --- | --- | --- | --- |
| 1 | -1.8 | 92 | -2 | -0.1 | -6 |
| 2 | 0.9 | 96 | 3 | 0.1 | -2 |
| 3 | 0.6 | 105 | -1 | 0.2 | -2 |
| 4 | -2.0 | 92 | 9 | 0.1 | 3 |
| 5 | -0.6 | 100 | 10 | -0.5 | 7 |
| 6 | 1.3 | 94 | 6 | 0.2 | -10 |
| 7 | -1.1 | 97 | 9 | 0.2 | 16 |
| 8 | 2.0 | 92 | 5 | -0.1 | -4 |

The closing four records of the section before open the next one:
| item | SMILES | iPSC survival up | N-glyco inh | HTR2A ag | ABHD5 PLIN5 PPI | Exocytosis inh |
| --- | --- | --- | --- | --- | --- | --- |
| 5 | Cc1cccc(C(=O)NNS(=O)(=O)c2ccccc2)c1O | -0.2 | 1 | 3 | -1 | 8 |
| 6 | O=C1CCCCC1C(Nc1ccc(Br)cc1)c1ccccc1 (stereo not drawn) | 6.3 | -4 | -9 | -6 | 3 |
| 7 | O=C(CSc1nc2ccccc2c(=O)n1Cc1ccco1)Nc1cccc(O)c1 | 0.4 | 3 | -4 | 9 | 14 |
| 8 | COc1cccc(N=C(N)N=C(N)N)c1 | -0.5 | 2 | 2 | 10 | 5 |
| 9 | O=C(c1ccco1)N(Cc1cc2ccccc2[nH]c1=O)CC1CCCO1 (stereo not drawn) | -0.3 | 0 | -2 | 1 | -1 |
| 10 | CCOC(=O)N1N=C(C)CC1(O)c1ccc(Cl)cc1 (stereo not drawn) | 0.3 | 1 | 4 | -2 | -1 |
| 11 | COc1ccc(C(=O)O)cc1S(=O)(=O)NCc1ccncc1 | -1.8 | 0 | 1 | 16 | -2 |
| 12 | N#Cc1c(NC(=O)C(=O)NCCCN2CCOCC2)sc2c1CCCC2 | -0.3 | -1 | 3 | 3 | -1 |
| 13 | COc1ccc2nc(N/C(N)=N/C(=S)Nc3ccccc3)nc(C)c2c1 | -5.1 | 6 | 0 | -18 | -7 |
| 14 | CCc1c(C(=O)Nc2ccc(S(=O)(=O)N3CCOCC3)cc2)csc1C | -0.5 | 0 | -8 | -14 | -2 |
| 15 | CCOC(=O)C1=NN(C(=O)Cc2ccccc2)C(O)(C(C)(C)C)C1 (stereo not drawn) | 2.6 | -1 | 2 | -5 | -11 |
| 16 | O=C(CSc1nnc(CN2CCOCC2)n1-c1ccc(Cl)cc1)Nc1cc(Cl)ccc1O | 0.5 | -2 | -5 | 7 | 4 |

| item | MC4R ag barr | ABCB6 inh 2 | MC4R antagonist | aDG glyco up | H9c2 protect |
| --- | --- | --- | --- | --- | --- |
| 5 | -0.6 | 100 | 10 | -0.5 | 7 |
| 6 | 1.3 | 94 | 6 | 0.2 | -10 |
| 7 | -1.1 | 97 | 9 | 0.2 | 16 |
| 8 | 2.0 | 92 | 5 | -0.1 | -4 |
| 9 | -1.3 | 102 | 7 | -0.1 | 4 |
| 10 | 1.1 | 103 | 1 | -0.2 | -3 |
| 11 | 0.1 | 95 | -4 | 0.1 | 1 |
| 12 | -0.9 | 93 | 6 | -0.3 | -4 |
| 13 | 0.5 | 94 | 10 | 4.2 | 17 |
| 14 | -2.4 | 97 | 18 | 0.3 | -5 |
| 15 | -1.2 | 103 | 1 | -0.4 | 13 |
| 16 | -1.2 | 92 | 3 | -0.2 | -1 |

Next part:
| item | SMILES | iPSC survival up | N-glyco inh | HTR2A ag | ABHD5 PLIN5 PPI | Exocytosis inh |
| --- | --- | --- | --- | --- | --- | --- |
| 17 | Cc1nc2c(Br)c3nc(C(F)(F)F)[nH]c3c(Br)c2[nH]1 | -1.1 | 3 | 4 | -2 | -8 |
| 18 | O=c1c(Cc2ccc(F)cc2)c(O)ccn1CCCN1CCOCC1 | -2.5 | 1 | -3 | 4 | -6 |
| 19 | O=C(c1ccc(Cl)cc1)c1cccc(O)c1 | 1.8 | -1 | -3 | -7 | -4 |
| 20 | Cc1nc(N2CCOCC2)nc(N2CCCCC2)c1[N+](=O)[O-] | -1.8 | 0 | 1 | 4 | -4 |
| 21 | CC[C@]12c3[nH]c4cc(CCC(=O)N(C)C)ccc4c3CCN1C(=O)[C@@H](CC(=O)NCc1ccc(OC)c(OC)c1)C[C@@H]2C(=O)N1CCN(C(=O)C2CC2)CC1 | -0.6 | 0 | 5 | 2 | -1 |
| 22 | CCOC(=O)c1cn2nc(Oc3ccc(C)cc3)ccc2n1 | -0.4 | -1 | -2 | -1 | 0 |
| 23 | O=C(NCc1ccc(F)cc1)C1CCN(S(=O)(=O)N2CCC3(CC2)OCCO3)CC1 | 0.3 | 1 | 4 | -7 | -3 |
| 24 | COc1ccc([N+](=O)[O-])cc1-c1nc2ccccc2nc1-c1ccccc1 | -0.6 | -3 | -1 | -4 | 0 |

| item | MC4R ag barr | ABCB6 inh 2 | MC4R antagonist | aDG glyco up | H9c2 protect |
| --- | --- | --- | --- | --- | --- |
| 17 | -0.2 | 103 | 3 | -0.1 | 0 |
| 18 | -0.9 | 99 | 8 | -0.2 | 12 |
| 19 | 4.6 | 95 | 5 | -0.1 | -8 |
| 20 | -0.2 | 99 | -6 | -0.3 | -4 |
| 21 | 0.8 | 97 | 2 | -0.3 | 3 |
| 22 | 0.6 | 109 | 5 | 0.0 | 6 |
| 23 | -1.0 | 105 | -4 | -0.1 | 0 |
| 24 | -0.8 | 99 | -2 | -0.1 | -3 |

Among those listed so far, 3 contain an NH in an aromatic ring:
| item | SMILES | iPSC survival up | N-glyco inh | HTR2A ag | ABHD5 PLIN5 PPI | Exocytosis inh |
| --- | --- | --- | --- | --- | --- | --- |
| 9 | O=C(c1ccco1)N(Cc1cc2ccccc2[nH]c1=O)CC1CCCO1 (stereo not drawn) | -0.3 | 0 | -2 | 1 | -1 |
| 17 | Cc1nc2c(Br)c3nc(C(F)(F)F)[nH]c3c(Br)c2[nH]1 | -1.1 | 3 | 4 | -2 | -8 |
| 21 | CC[C@]12c3[nH]c4cc(CCC(=O)N(C)C)ccc4c3CCN1C(=O)[C@@H](CC(=O)NCc1ccc(OC)c(OC)c1)C[C@@H]2C(=O)N1CCN(C(=O)C2CC2)CC1 | -0.6 | 0 | 5 | 2 | -1 |

| item | MC4R ag barr | ABCB6 inh 2 | MC4R antagonist | aDG glyco up | H9c2 protect |
| --- | --- | --- | --- | --- | --- |
| 9 | -1.3 | 102 | 7 | -0.1 | 4 |
| 17 | -0.2 | 103 | 3 | -0.1 | 0 |
| 21 | 0.8 | 97 | 2 | -0.3 | 3 |
